Screening results deposited in PubChem BioAssay by The Scripps Research Institute Molecular Screening Center.
GPR151 ag: activates the human receptor GPR151; Q8TDV0; PathHunter beta-arrestin GPR151 cells, luminescence; activation, % at 11.2 µM; hit rate 1% among 650,000; AID 1508602; in the data active = activation above about 4.9%;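 also: 0% = median of compound wells and 100% = cells with positive control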
Target sequence (Q8TDV0 whole entry, looked up): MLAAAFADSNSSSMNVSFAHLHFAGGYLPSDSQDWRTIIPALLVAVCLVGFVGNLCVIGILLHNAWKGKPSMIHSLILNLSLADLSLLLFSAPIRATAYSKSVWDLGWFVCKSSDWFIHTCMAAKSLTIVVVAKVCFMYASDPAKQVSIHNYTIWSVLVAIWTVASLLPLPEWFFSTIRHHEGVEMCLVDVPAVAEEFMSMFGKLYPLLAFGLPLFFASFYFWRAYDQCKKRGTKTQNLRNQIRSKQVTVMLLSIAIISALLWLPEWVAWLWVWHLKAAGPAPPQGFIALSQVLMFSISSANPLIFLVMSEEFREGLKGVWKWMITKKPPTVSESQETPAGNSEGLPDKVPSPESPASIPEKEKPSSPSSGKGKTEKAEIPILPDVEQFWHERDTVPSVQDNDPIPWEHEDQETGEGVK
TEAD-YAP block: TEAD-YAP interaction inhibition. HEK-TIYL cells, TEAD-Gal4/YAP UAS-luciferase luminescence. inhibition, % at 9.12 µM. hit rate 1.4% among 640,000. AID 1259422; in the data active = inhibition above about 32%;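 also: 0% = median of test compound wells and 100% = reference inhibitor wells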
MITF primary: blocks human microphthalmia-associated transcription factor; O75030; AlphaScreen MITF homodimerization, bead proximity signal; inhibition, % at 2.6 µM; hit rate 0.91% among 650,000; AID 1259374; in the data active = inhibition above about 50%;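 also: 0% = vehicle wells with protein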
FBW7 act: human FBW7 E3 ligase activation, primary screen | normalized activity (activation), % at 26.1 µM | AlphaScreen FBW7–phospho-cyclin E peptide binding, activator screen | hit rate 0.13% among 650,000; in the data active = normalized activity above about 1.9%;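 also: purified mutant Fbw7 with reduced substrate affinity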
Target sequence (Q969H0 whole entry, looked up): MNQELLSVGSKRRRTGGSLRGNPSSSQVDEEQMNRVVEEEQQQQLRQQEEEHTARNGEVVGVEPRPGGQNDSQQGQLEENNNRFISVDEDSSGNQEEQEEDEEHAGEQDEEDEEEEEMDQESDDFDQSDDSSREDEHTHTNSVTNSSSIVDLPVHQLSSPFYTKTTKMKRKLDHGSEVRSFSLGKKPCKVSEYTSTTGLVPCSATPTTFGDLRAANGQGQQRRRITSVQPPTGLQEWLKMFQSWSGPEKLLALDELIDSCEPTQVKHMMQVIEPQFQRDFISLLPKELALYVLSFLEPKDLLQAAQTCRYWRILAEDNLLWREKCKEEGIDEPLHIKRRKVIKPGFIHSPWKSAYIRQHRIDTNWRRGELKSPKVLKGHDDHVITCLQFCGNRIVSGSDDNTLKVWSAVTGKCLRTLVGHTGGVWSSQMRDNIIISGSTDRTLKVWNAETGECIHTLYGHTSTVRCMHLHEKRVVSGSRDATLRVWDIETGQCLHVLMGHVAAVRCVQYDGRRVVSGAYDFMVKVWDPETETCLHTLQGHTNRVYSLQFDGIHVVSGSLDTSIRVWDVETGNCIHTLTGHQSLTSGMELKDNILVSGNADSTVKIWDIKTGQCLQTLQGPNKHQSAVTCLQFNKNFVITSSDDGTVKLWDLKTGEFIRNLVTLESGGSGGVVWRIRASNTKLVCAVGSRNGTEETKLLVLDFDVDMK
The depositor's hits bear a star; & = joins results of further samples.

SMILES | GPR151 ag | TEAD-YAP block | MITF primary | FBW7 act
COC(=O)C1=C(C)N(c2ccc(C)cc2)/C(=C\c2ccc(OCC(N)=O)cc2)C1=O | 0.4 | 5 | 8 | 0.0
CN(C)c1ccc(/C=C2\N=C(c3cc([N+](=O)[O-])cc([N+](=O)[O-])c3)OC2=O)cc1 | -0.3 | -8 | 13 | 0.4
COc1ccc(-n2nnc3c(SCC(=O)Nc4cccc(NC(C)=O)c4)ncnc32)cc1 | -1.6 | -9 | 7 | 0.1
CCOC(=O)c1ccc(CNCc2ccc(F)cc2)cc1 | -0.5 | -30 | 9 | 0.1
COc1ccc(OC)c(C2=C/C(=C/c3ccc([N+](=O)[O-])cc3)C(=O)O2)c1 | -1.3 | -7 | 3 | 0.0
O=C(COn1nnc2ccc([N+](=O)[O-])cc21)Nc1nccs1 | 1.2 | 4 | -3 | -0.1
Cc1csc(SCC(=O)NCC2Cc3cccc(-c4cccnc4)c3O2)n1 (configuration not stated) | 0.2 | 4 | -5 | 0.4
COc1cc(/C=C/c2ccc([N+](=O)[O-])cc2)ccc1O | -1.7 | -27 | 6 | 0.4
CCOc1ccc(C2C(=O)N(C3CCCCCC3)CC(=O)N2C2CCCc3ccccc32)cc1OC (configuration not stated) | 0.7 | 6 | -10 | 0.2
O=C1N[C@@H](Cc2ccc(O)cc2)C(=O)N2CCN(C(=O)c3ccc(OC(F)(F)F)cc3)C[C@H]12 | -2.4 | -23 | -5 | -0.2
O=C(CNS(=O)(=O)c1ccccc1F)NNC(=O)c1cc(-c2ccccc2)n[nH]1 | -0.9 | -1 | 11 | 0.3
CCOC(=O)/C(C#N)=C\c1c(C)cc(C)cc1C | 0.5 | 8 | 7 | -0.1
CCn1c(=O)c2cc(C(=O)Nc3nc(C)cs3)sc2c2ccccc21 | 1.9 | 8 | -6 | -0.1
Cc1cc(/C=C(\C#N)C(=O)NCc2ccco2)c(C)n1-c1ccc(Cl)cc1 | -0.5 | -8 | 10 | 0.0
CCCn1c(=N)n(CC(O)c2ccc(C)cc2)c2ccccc21 (configuration not stated) | 0.0 | -4 | 6 | 0.0
Cc1cc(C)c(NC(=O)c2cc(S(=O)(=O)NCCc3ccccc3)ccc2F)c(C)c1 | -1.2 | 10 | -1 | 0.0
C=CCc1cc(/C=C2/NC(=O)N(CC(=O)Nc3ccc(C)cc3)C2=O)cc(OCC)c1O | 1.3 | 24 | -2 | 0.0
CC(=O)c1ccc(N2C(=O)C3CCC(C)CC3C2=O)cc1 (configuration not stated) | -0.5 | -53 | 2 | 0.0
C/C(=C\c1ccccc1)CN1CCN(c2ccccn2)CC1 | 1.3 | -1 | 48 | 0.0
Cc1ccc(NC(=O)C(Cl)(Cl)Cl)c(NC(=O)C(Cl)(Cl)Cl)c1 | -0.3 | 20 | 1 | 0.1
COc1ccc(CCNC(=O)CCCn2c(SCC(=O)NCc3ccco3)nc3ccccc3c2=O)cc1OC | 0.9 | 4 | -1 | 1.1
CCn1c(C)nc2cc(S(=O)(=O)N(C)C)ccc21 | -0.2 | -14 | 5 | 0.7
CCOC(=O)c1ccc(NC(=O)CC2C(=O)N(c3ccccc3)C(=S)N2CCc2ccc(OC)c(OC)c2)cc1 (configuration not stated) | -0.9 | 11 | 0 | 0.0
O=C(Nc1nc2ccccc2s1)c1snc2ccccc12 | 0.9 | -47 | 5 | 0.8
O=C1CCCC2=C1C(c1ccco1)Nc1ccccc1N2 (configuration not stated) | 1.2 | -9 | -1 | 0.1

Pulled one by one from the list above (4):
SMILES | GPR151 ag | TEAD-YAP block | MITF primary | FBW7 act
CCOc1ccc(C2C(=O)N(C3CCCCCC3)CC(=O)N2C2CCCc3ccccc32)cc1OC (configuration not stated) | 0.7 | 6 | -10 | 0.2
CC(=O)c1ccc(N2C(=O)C3CCC(C)CC3C2=O)cc1 (configuration not stated) | -0.5 | -53 | 2 | 0.0
COc1ccc(CCNC(=O)CCCn2c(SCC(=O)NCc3ccco3)nc3ccccc3c2=O)cc1OC | 0.9 | 4 | -1 | 1.1
Cc1cc(C)c(NC(=O)c2cc(S(=O)(=O)NCCc3ccccc3)ccc2F)c(C)c1 | -1.2 | 10 | -1 | 0.0

Later entries.
SMILES | GPR151 ag | TEAD-YAP block | MITF primary | FBW7 act
CC(=O)C1=C(C)NC(SCc2cccc([N+](=O)[O-])c2)=C(C#N)C1c1cccs1 (configuration not stated) | 0.5 | -1 | 0 | -0.2
CC(C)(C)N(C=C(Cl)Cl)C(=O)N/N=C/c1ccccc1F | -0.9 | -5 | 7 | 0.0
Cn1c(CN2CCOCC2)nnc1SCc1cccc(F)c1 | 1.3 | -1 | 6 | -0.1
CC1CCN(S(=O)(=O)c2ccc(NC(=O)c3cccs3)cc2)CC1 | 1.6 | 16 | 8 | 0.2
CCN(CC)c1nc(NCCCN2CCCC2=O)nc(N2CCCC2CO)n1 (configuration not stated) | -0.4 | 7 | 5 | 0.1
O=c1cc2n3c(nnc3[nH]1)SCCN2 | 0.9 | 10 | 11 | -0.1
O=c1oc2ccccc2c(O)c1/C=N/c1nc2ccccc2s1 | 0.1 | -3 | -33 | -0.2
CC(=O)COC(=O)C1=NN(c2ccccc2)C(=O)CC1 | -0.5 | 8 | -7 | 0.5
Cn1c2ccccc2c2nnc(SCc3ccccc3Cl)nc21 | 2.8 | 0 | 12 | 0.7
Cn1c(=O)c2c(nc(NCCCO)n2Cc2ccccc2)n(C)c1=O | -1.5 | 9 | 9 | 0.7
Cc1cccc(N2C(=O)c3cc4ccccc4cc3C2=O)c1 | -0.8 | -19 | 5 | 0.0
O=C(NCC1CC(Cc2cccc(F)c2)=NO1)c1csc2c1CCCC2 (configuration not stated) | 2.9 | -3 | 1 | 0.1
CCOc1ccc(C(=O)Nc2nnc(C(F)(F)F)s2)cc1 | 1.0 | -43 | -2 | 0.0
NCCNc1ccc([N+](=O)[O-])cc1C(=O)Nc1cccc(C(F)(F)F)c1 | 4.0 | -5 | 5 | 0.0
Oc1c(C(Nc2ccccn2)c2ccco2)ccc2cccnc12 (configuration not stated) | 0.9 | 63* | 28 | -0.3
Cc1nnc(NC(=O)c2cc(-c3ccncc3)nc3c(C)cccc23)s1 | -1.0 | -16 | 4 | -0.2
O=C(O)C1C2C=CC(O2)C1C(=O)N1CCC(Cc2ccccc2)CC1 (configuration not stated) | -1.2 | -2 | 33 | 0.0
CCC(=O)Nc1cnc(NC(=O)c2ccc(Cl)cc2)cc1C | -0.4 | -13 | 8 | 0.0
O=C(NC(=S)Nc1cc(Cl)cc(Cl)c1)c1ccco1 | 0.1 | -10 | -6 | 0.0
O=C1CSC(c2cccc(Cl)c2Cl)N1c1cc(Cl)cc(Cl)c1 (configuration not stated) | 0.2 | -10 | -14 | 0.0
Cc1cc2oc(C(=O)Nc3ccc(S(=O)(=O)N4CCOCC4)cc3)c(C)c2cc1C | 1.6 | -2 | 0 | 0.6
CCC(=O)Nc1ccc2nc(SCc3c(C)cc(C)cc3C)sc2c1 | 0.8 | -13 | 8 | 0.1
CCCS(=O)(=O)c1ncc(Cl)c(C(=O)Nc2ccccc2C(F)(F)F)n1 | -0.8 | -16 | -5 | 0.0
CCCCCCCCNC(=O)CC(NS(=O)(=O)c1ccc(NC(C)=O)cc1)C(C)C (configuration not stated) | -0.5 | 17 | 10 | 0.6
NC(=O)NC(CC(=O)NNC(=O)c1ccc2c(c1)OCO2)c1ccc(Cl)cc1 (configuration not stated) | 1.1 | 0 | 6 | 0.8

Complete entries, looked up by structure.
Results for `Cc1nnc(NC(=O)c2cc(-c3ccncc3)nc3c(C)cccc23)s1` → GPR151 ag = -1.0; TEAD-YAP block = -16; MITF primary = 4; FBW7 act = -0.2
Results for `CC(C)(C)N(C=C(Cl)Cl)C(=O)N/N=C/c1ccccc1F` → GPR151 ag = -0.9; TEAD-YAP block = -5; MITF primary = 7; FBW7 act = 0.0

(further entries)
SMILES | GPR151 ag | TEAD-YAP block | MITF primary | FBW7 act
O=C(CNC(=O)c1ccccc1)Nc1cccc(Cl)c1 | 1.4 | -17 | 2 | 0.0
COc1ccc(N/C(=C\C(=O)c2ccc(C)cc2)C(=O)O)cc1 | 1.0 | -23 | 5 | 0.3
Nc1ccc2nc(C(O)C(O)c3nc4ccc(N)cc4[nH]3)[nH]c2c1 (configuration not stated) | 0.8 | 1 | 8 | 0.1
CC1CCC(NS(=O)(=O)c2ccc(S(=O)(=O)N3CCOCC3)cc2)CC1 (configuration not stated) | 0.7 | 1 | 6 | 0.3
CCOC(=O)CNC(=O)CSc1ccc2nnc(-c3ccc(OC)cc3)n2n1 | -1.0 | 7 | 9 | 0.2
CC(C)C(NC(=O)CC12CC3CC(CC(C3)C1)C2)C(=O)O (configuration not stated) | -0.3 | 3 | 15 | 0.1
COc1cc2ncn3c(=O)n(CC(=O)N4CC(C)CC(C)C4)nc3c2cc1OC (configuration not stated) | -0.9 | -2 | -2 | 0.0
COc1cc(C(=O)NCCOc2cc(C)cc(C)c2)cc(OC)c1OC | -0.6 | 52* | 13 | 1.0
CCOC(=O)C1CCN(C(=O)CN(c2ccc(Cl)cc2)S(C)(=O)=O)CC1 | 0.3 | 3 | -3 | -0.2
COc1ccc(C(=O)CSc2nc(N)cc(=O)[nH]2)cc1 | 1.2 | -8 | -2 | 0.0
COC(=O)c1c(NC(=O)/C(C#N)=C/c2ccccc2OC)sc2c1CCCC2 | 1.4 | 1 | 7 | 0.2
COc1ccc(NC(=O)C2(NC(=O)Cn3nnnc3N)CCCCC2)cc1 | -0.7 | 8 | 8 | 0.1
N#Cc1ccccc1Cn1cc(C#N)c2ccccc21 | -0.3 | 3 | -2 | 0.0
COCCNc1nc(-c2cccc(OC)c2)ccc1C(=O)NCCNC(C)=O | -0.1 | -1 | 3 | 0.0
COc1cc(NC(=O)CCSc2ccccc2)c2ncccc2c1 | 0.6 | 1 | 0 | 0.0
O=C(Nc1nnc(COc2ccccc2)s1)c1cccs1 | -1.2 | 5 | 12 | 0.0
O=[N+]([O-])c1ccc(-c2nnnn2-c2ccc(I)cc2)cc1 | 0.7 | -18 | 6 | -0.2
NC(=O)c1ccccc1N=Cc1ccco1 | -0.6 | -10 | 17 | 0.1
O=C(CN1C(=O)[C@@H]2CCCN2C(=O)c2ccccc21)NC12CC3CC(CC(C3)C1)C2 | 0.3 | 10 | 2 | 0.0
CCC(C)[C@H](N)C1=NC(C(=O)N[C@@H](CC(C)C)C(=O)N[C@H](CCC(=O)O)C(=O)N[C@H](C(=O)N[C@H]2CCCCNC(=O)[C@H](CC(N)=O)NC(=O)[C@@H](CC(=O)O)NC(=O)[C@H](Cc3cnc[nH]3)NC(=O)[C@@H](Cc3ccccc3)NC(=O)[C@H]([C@@H](C)CC)NC(=O)[C@@H](CCCN)NC2=O)[C@@H](C)CC)CS1 (some centres not stated) | 3.5&-1.6 | 2 | -5&8 | 0.2&0.1
c1ccc(C(CNc2nncc(-c3ccc4c(c3)OCO4)n2)N2CCOCC2)nc1 (configuration not stated) | 1.2 | -7 | 6 | -0.2
O=C(NCc1ccco1)c1ccc2c(=O)n(C3CCCCC3)c(SCc3cccc(F)c3)nc2c1 | 1.4 | -6 | 2 | 0.5
CCc1nnc(-c2cc3ccccc3n2CC(=O)N2CCCCC2)o1 | 0.3 | 2 | 13 | 0.6
COc1ccc(Cl)cc1C(=O)Nc1ccccc1NC(C)=O | 1.0 | -13 | -15 | 0.0
Nc1ccc2nc(-c3cc(O)ccc3N)[nH]c2c1 | 0.0 | 6 | 14 | -0.1

Ordered by length of the SMILES (lowest first): part of the list above
SMILES | GPR151 ag | TEAD-YAP block | MITF primary | FBW7 act
NC(=O)c1ccccc1N=Cc1ccco1 | -0.6 | -10 | 17 | 0.1
COCCNc1nc(-c2cccc(OC)c2)ccc1C(=O)NCCNC(C)=O | -0.1 | -1 | 3 | 0.0
CCOC(=O)CNC(=O)CSc1ccc2nnc(-c3ccc(OC)cc3)n2n1 | -1.0 | 7 | 9 | 0.2

Later entries
SMILES | GPR151 ag | TEAD-YAP block | MITF primary | FBW7 act
C=CCOc1c(Cl)cc(C2NC(=O)NC(C)=C2C(C)=O)cc1Cl (configuration not stated) | 0.2 | -5 | -10 | -0.4
CCc1nc2ccc(N=Cc3ccc([N+](=O)[O-])cc3)cc2[nH]1 | 1.9 | 1 | -4 | -0.1
O=C(Cn1cnc2sc3c(c2c1=O)CCCC3)NCC(=O)Nc1ccccc1C(F)(F)F | 1.1 | -5 | 0 | -0.1
O=C(CSc1nnc2scc(-c3ccccc3)n12)NCc1ccco1 | -0.1 | -5 | 12 | 0.0
O=S(=O)(NC1CCCCC1Nc1ccc(F)cc1)c1ccccc1 (configuration not stated) | -0.5 | -4 | -7 | 0.0
O=C(Nc1cccc(F)c1)NC1(C(=O)NCc2cccnc2)CCCCC1 | -0.2 | 13 | 1 | 0.6
O=C(NCCOCc1ccc(Cl)cc1)c1cncc(Br)c1 | 1.3 | -4 | 5 | 0.3
COc1ccccc1CNn1c(-c2ccc(Br)cc2)nc2ccccc2c1=O | 0.9 | -2 | 2 | -0.2
O=C(NC1CCN(Cc2ccccc2)CC1)c1cccc(NCCCN2CCCC2=O)n1 | -2.1 | -9 | -2 | -0.1
O=C(N[C@H]1C[C@H]2C(=O)N[C@H](Cc3ccccc3)C(=O)N2C1)c1cc(F)c(F)cc1F | 0.1 | 9 | 8 | 0.1
COc1ccccc1NC(=O)CSc1ncccc1C(=O)NCc1ccc(Cl)c(Cl)c1 | 1.0 | -2 | 9 | -0.1
Cc1cc(=O)[nH]c2nnc(SCC(=O)N(C)c3ccccc3)n12 | -0.8 | 1 | 6 | 0.4
CCC(CO)Nc1ccc2ncc(-c3ccc(OC)c(OC)c3)n2n1 (configuration not stated) | -0.1 | 2 | -9 | -0.1
Cc1noc(C)c1-c1ncc(C(=O)NCc2ccccc2)s1 | -1.7 | 5 | -3 | -0.1
